Source: PubChem
RGS4 inh = inhibitors of human RGS4 | 310,000 tested, 0.45% active | AID 463165 | P49798 | B-score at 10 µM | HEK293 M3R/RGS4 inducible, Fluo-4 calcium flux; active compounds read high; triggered by carbachol at its EC20;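 active = B-score, a plate-corrected calcium signal, over three deviations above library mean, with baseline fluorescence within five deviations of library mean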;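 note: RGS4 expression induced by doxycycline in cells with stable M3 receptor; B-score is computed from the integrated fluorescence ratio over baseline after carbachol; higher B-score means a larger calcium signal and so more RGS4 inhibition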
KCNQ1 act = potentiates or activates the human KCNQ1 potassium channel; CHO-K1 KCNQ1, thallium flux FluxOR fluorescence; active compounds read high; P51787; 310,000 tested, 0.35% active; B-score at 10 µM;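 active = fluorescence ratio B-score, a plate-corrected score, at least three library SD, with initial intensity B-score within 5 SD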
Target sequence (P51787 whole entry, looked up): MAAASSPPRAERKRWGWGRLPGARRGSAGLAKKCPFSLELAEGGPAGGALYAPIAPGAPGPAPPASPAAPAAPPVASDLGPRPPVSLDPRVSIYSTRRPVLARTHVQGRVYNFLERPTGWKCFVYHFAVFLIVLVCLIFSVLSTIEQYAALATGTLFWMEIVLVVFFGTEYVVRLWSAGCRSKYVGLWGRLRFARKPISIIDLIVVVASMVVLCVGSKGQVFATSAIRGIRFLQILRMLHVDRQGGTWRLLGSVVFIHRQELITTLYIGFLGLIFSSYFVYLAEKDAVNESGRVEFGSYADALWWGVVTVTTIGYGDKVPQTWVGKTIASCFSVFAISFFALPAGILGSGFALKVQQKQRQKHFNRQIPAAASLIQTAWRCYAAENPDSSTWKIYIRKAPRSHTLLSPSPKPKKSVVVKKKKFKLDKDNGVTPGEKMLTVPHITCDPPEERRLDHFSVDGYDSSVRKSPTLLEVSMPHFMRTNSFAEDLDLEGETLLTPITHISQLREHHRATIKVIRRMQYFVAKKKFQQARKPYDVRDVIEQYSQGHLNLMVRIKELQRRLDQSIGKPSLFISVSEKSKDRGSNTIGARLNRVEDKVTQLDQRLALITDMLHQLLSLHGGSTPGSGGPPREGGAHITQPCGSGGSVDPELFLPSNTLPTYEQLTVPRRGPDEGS
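System: Stable KCNQ1 CHO-K1 line | Incubation: 90 min dye loading and 20 min compound exposure, both at room temperature | Measure: Ratio B score | Medium: Assay buffer for compound exposure, DMSO matched across wells | Compound dosing: Single-concentration screen | Probe or stimulus: K+/Tl+ depolarizing stimulus | Measured by: Kinetic FluxOR fluorescence, 10 s baseline plus 110 s post-stimulus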
ANO1 block = blocks the mouse calcium-activated chloride channel TMEM16A | 310,000 tested, 1.2% active | HEK293 TMEM16A/YFP iodide influx fluorescence, ionomycin | Q8BHY3 | normalized B-score (activity score, 25-100; higher = stronger inhibition) at 10 µM;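 active = ratio plate-corrected score three or more library SD toward inhibition, starting fluorescence score within five deviations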;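 note: score derived from kinetic fluorescence span divided by baseline fluorescence per well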
KCNK3 block = human KCNK3 channel inhibition, primary screen; O14649; CHO-KCNK3 thallium flux, FluxOR fluorescence; active compounds read low; B-score at 10 µM; 340,000 tested, 0.84% active; AID 602410;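 active = B-score under library mean minus 4 SD, starting fluorescence ratio at most library mean plus 5 SD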;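 note: more negative B-score means stronger inhibition of thallium flux through KCNK3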
hERG protect = hERG (human) protection from proarrhythmic block; Q12809; activation (rescue from dofetilide block), less the hit threshold, % at 10 µM; AID 1511; CHO-hERG, FluxOR thallium flux, dofetilide IC70 present; 310,000 tested, 0.51% active;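 active = activation above the mean of controls blocked by dofetilide plus 5 SD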;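 note: thallium influx through hERG after potassium depolarization seen as dye fluorescence rise; in these data hits start at about 4.7%; inactives centre near -7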
ANO1 activ = activators or potentiators of mouse TMEM16A chloride channel | Q8BHY3 | HEK293 TMEM16A/YFP-H148Q/I152L, iodide quench fluorescence; active compounds read low | B-score at 10 µM | 340,000 tested, 0.3% active;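 active = fluorescence-ratio B-score plate-corrected deviation score at least 3 library SD below zero, with starting fluorescence score within 5 deviations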;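 note: channel opened by trigger with iodide after compound preincubation; score built on the fluorescence ratio of max minus min over baseline; more negative score means more quench and so TMEM16A activation or potentiation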
RGS4 act = potentiators or activators of RGS4; HEK293 M3R/inducible RGS4, carbachol calcium flux Fluo4; active compounds read low; B-score at 10 µM; 310,000 tested, 0.92% active;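 active = B-score of the integrated calcium signal more than 4 SD below the library mean, with starting fluorescence not abnormally high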;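 note: negative B-score means reduced calcium response which marks RGS4 activation or potentiation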
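Detection: kinetic calcium fluorescence imaging with Fluo4-AM dye, 2 µM / Material: HEK293 cells with stable M3R and inducible RGS4 / Schedule: recording 10 s baseline at 1 Hz, 100 s post-agonist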
HDAC3 inhib = human HDAC3 inhibition | recombinant HDAC3, fluorogenic peptide/trypsin coupled, fluorescence | inhibition, % at 8.3 µM | 320,000 tested, 0.15% active | AID 2718; in the data active = inhibition above about 26%, passing the limit was not always enough; inconclusive = no clear call, values can overlap the other calls
Target sequence (O15379 whole entry, looked up): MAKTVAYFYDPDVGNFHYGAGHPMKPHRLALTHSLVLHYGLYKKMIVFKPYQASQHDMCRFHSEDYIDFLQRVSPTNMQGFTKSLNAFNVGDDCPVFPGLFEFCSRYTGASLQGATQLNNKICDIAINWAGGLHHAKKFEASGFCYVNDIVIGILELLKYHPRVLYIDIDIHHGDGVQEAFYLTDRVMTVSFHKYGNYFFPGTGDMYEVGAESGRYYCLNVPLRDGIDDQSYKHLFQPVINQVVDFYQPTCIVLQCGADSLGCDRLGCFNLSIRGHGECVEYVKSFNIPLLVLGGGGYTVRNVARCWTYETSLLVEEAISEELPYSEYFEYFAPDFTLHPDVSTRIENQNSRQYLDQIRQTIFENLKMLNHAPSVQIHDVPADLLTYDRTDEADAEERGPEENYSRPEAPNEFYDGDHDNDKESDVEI
SKKanGAS inh = inhibitors of SKKanGAS S. pyogenes growth in kanamycin (SK-promoter or general growth effect); BacTiter-Glo, 6 h; inhibition, % at 7.5 µM; 300,000 tested, 1.3% active; AID 1662;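 active = mean replicate score, as percent of positive control median, at least 50; inconclusive = mean below 50 but one replicate at or above 50; inactive = mean and every replicate below 50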;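 note: strain carries kanamycin resistance gene driven by streptokinase promoter and grows in 40 µg/ml kanamycin; loss of luminescence reflects streptokinase promoter inhibition or plain growth inhibition; 0% = median of DMSO wells and 100% = positive control at its reference dose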
KCNQ1 block = blocks the human KCNQ1 potassium channel; P51787; 310,000 tested, 1.3% active; B-score at 10 µM; CHO-K1 KCNQ1, FluxOR thallium flux fluorescence; active compounds read high;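 active = compounds whose thallium flux B-score, printed positive for inhibition, exceeds three library SD while starting fluorescence stays within three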;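 note: channel opened by potassium depolarization with thallium stimulus after 20 min compound exposure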
KCNK9 inh = inhibitors of human KCNK9 two-pore domain potassium channel; HEK293 KCNK9, FluxOR thallium flux fluorescence; active compounds read low; B-score at 10 µM; 310,000 tested, 1.2% active;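 active = ratio B-score over 3 SD below the library mean, with starting fluorescence within 5 SD of its mean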;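 note: negative B-score means less thallium flux so channel inhibition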
* = called active by the depositor; i = inactive; ? = inconclusive.

smiles	RGS4 inh	KCNQ1 act	ANO1 block	KCNK3 block	hERG protect	ANO1 activ	RGS4 act	HDAC3 inhib	SKKanGAS inh	KCNQ1 block	KCNK9 inh
COCCN(C(=O)CN1CCCc2ccccc21)c1c(N)n(Cc2ccccc2)c(=O)[nH]c1=O	i	i	i	i	-2	i	i	5	2	i	i
Cc1ccc(NC(=O)c2ccc3c(c2)CCN3S(C)(=O)=O)cc1C	i	i	i	i	-4	i	i	-4	-6	i	i
O=C(Nc1cccnc1)c1ccc(Cl)c(S(=O)(=O)N2CCOCC2)c1	i	i	i	i	-4	i	i	-12	-1	i	i
COc1cccc(CC2(CO)CCCN(Cc3cnn(-c4ccccc4)c3)C2)c1 (stereo not drawn)	i	i	i	i	1	i	i	-1	-1	i	i
O=C(c1ccc(S(=O)(=O)c2ccccc2)cc1)N1CCCCCC1	i	i	i	i	-7	i	i	-6	-3	i	i
Cc1ccc(S(=O)(=O)c2nc(-c3ccccc3)oc2NCCN2CCOCC2)cc1	i	i	i	i	-2	i	i	-2	3	i	i
c1ccc(NNC2=NCCCCC2)cc1	i	i	i	i	-7	i	i	-4	-1	i	i
CCNS(=O)(=O)c1cc(OC)ccc1OC	i	i	i	i	-8	i	i	-2	5	i	i
Cc1occc(=O)c1OCc1ccc(Cl)cc1Cl	i	i	i	i	-10	i	i	-3	0	i	i
Cc1cc(Cl)ccc1NNC(=O)c1snnc1C	i	i	i	i	-9	i	i	-2	-8	i	i
COc1ccc(-c2cc(-c3ccccc3)nc(SC(C)C(=O)O)c2C#N)cc1 (stereo not drawn)	i	i	i	i	-7	i	i	-7	32	i	i
NS(=O)(=O)c1cccc(NC(=O)Nc2ccc(Cl)cc2)c1	i	i	i	i	-13	i	i	8	-6	8*	i
CCCCN(C1CCS(=O)(=O)C1)S(=O)(=O)c1cccs1 (stereo not drawn)	i	i	i	i	-14	i	i	-10	13	i	i
Cc1ccc(OCCNC(=O)c2cccc(C)c2)cc1	i	i	i	i	1	i	i	5	10	i	i
CC(=O)Nc1cccc(CP(=O)(c2ccccc2)c2ccccc2)c1	i	i	i	i	-6	i	i	-14	0	i	i
CC(=O)c1sc(Nc2ccccn2)nc1C	i	i	i	i	-6	i	i	5	-2	i	i
O=C1CC(c2ccc(O)c(O)c2)Oc2cc(O)cc(O)c21 (stereo not drawn)	i	i	i	i	-10	i	i	2	1	i	i
COc1ccc(CNC(=O)CSCc2ccccc2Cl)cc1	i	i	i	i	-4	i	i	1	20	i	i
O=S(=O)(c1ccc2nc(Cc3ccccc3)[nH]c2c1)N1CCOCC1	i	i	i	i	-4	i	i	2	-7	i	i
Cc1cc(C)n(-c2ncc(-c3ccccc3)nn2)n1	i	i	i	i	-13	i	i	4	-7	i	i
COc1ccc(-c2cc3c(=O)n(CC(=O)NCc4cccnc4)nc(C)n3n2)cc1	i	i	i	i	-13	i	i	-1	2	i	i
COc1ccc(Cl)cc1NC(=S)NC(=O)c1ccc2c(c1)OCO2	i	i	i	i	-9	i	i	-1	9	i	i
N#CC1(NC(=O)COC(=O)/C=C/c2ccc3ccccc3n2)CCCCC1	i	i	i	i	-11	i	i	0	12	i	i
O=C(/C=C/c1ccccc1)C1C(=O)c2ccccc2C1=O	i	15*	i	i	13*	i	i	3	10	i	i
C=CCn1cccc(C(=O)Nc2ccc(C)c(Cl)c2)c1=O	i	i	i	i	-9	i	i	9	6	i	i
COc1ccc(C2C(C(=O)O)c3ccccc3C(=O)N2C)cc1Br (stereo not drawn)	i	i	i	i	-5	i	i	-2	3	i	i
CC1(C)CC(=O)c2cc(C(=O)NC3CCSC3=O)c(=O)n(-c3ccccc3)c2C1 (stereo not drawn)	i	i	i	i	-14	i	i	-3	-7	i	i
Cc1ccc(S(=O)(=O)N2CCOCC2)cc1NC(=O)COC(=O)Cc1ccsc1	i	i	i	i	-1	i	i	-1	-1	i	i
CCCNC(=S)N1CCN(c2nc(C)nc3sc4c(c23)CCCC4)CC1	i	i	i	-9.5*	-13	i	i	8	22	8*	i
COc1ccc(S(=O)(=O)N2CC(C)N(C(=O)N(C)C)C2C(C)C)cc1 (stereo not drawn)	i	i	i	i	-8	i	i	-1	0	i	i
COc1ccc(-n2c(N)c(C(=O)NCC3CCCO3)sc2=S)cc1 (stereo not drawn)	i	i	i	i	-8	i	i	5	0	i	i
Cc1ccc(CN2CCN(Cc3ccc4c(c3)OCCO4)CC2CCO)cc1 (stereo not drawn)	i	i	i	i	-17	i	i	-3	-3	i	i
C/C(Cl)=C\Cn1c(NCCc2ccccc2)nc2c1c(=O)n(C)c(=O)n2C	i	i	i	i	-3	i	i	-5	-10	i	i
CC(C)(C)c1ccc(OCC(=O)Nc2ccc(-c3nc4cccnc4o3)cc2)cc1	i	i	i	i	-9	i	i	-7	1	i	i
O=C(NC(=S)N1CCc2ccccc21)c1ccccc1Cl	i	24*	i	i	31*	i	i	1	0	i	i
c1ccc2sc(Nc3nc4cc5c(cc4s3)OCO5)nc2c1	i	i	i	i	-6	i	i	-13	-33	i	i
O=C(NC(=S)Nc1ccc(CN2CCOCC2)cc1)c1cc2ccccc2o1	i	i	i	i	-4	i	i	6	3	i	i
COc1cccc(NC(=O)[C@H](Cc2ccccc2)NC(=O)[C@@H]2Cc3ccccc3CN2)c1	i	i	i	i	-9	i	i	1	2	i	i
CCOc1ccccc1/C=N/NC(=O)c1ccc(Cn2cc([N+](=O)[O-])cn2)o1	i	i	i	i	-10	i	i	?	-5	i	i
CN(C)CCCNc1ccc(-c2nn(C)c(=O)c3ccccc23)cc1[N+](=O)[O-]	i	i	i	i	-4	i	i	0	-14	i	i
O=C1N[C@@H](Cc2cn(S(=O)(=O)c3ccccc3)c3ccccc23)C(=O)N[C@H]1Cc1ccccc1	i	i	i	i	-5	i	i	7	3	i	i
CC(/C=C/C1(O)C(C)CC(=O)CC1(C)C)OC1OC(CO)C(O)C(O)C1O (stereo not drawn)	i	i	i	i	-3	i	i	3	9	i	i
O=C(Nc1cc(C(F)(F)F)ccc1N1CCOCC1)c1ccccc1	i	i	i	i	-5	i	i	-3	-3	i	i
CN1C(=O)C(O)(CC(=O)/C=C/c2ccco2)c2cc(Br)ccc21 (stereo not drawn)	i	i	i	i	-10	i	i	-1	-1	i	i
O=C(NCCCN1CCOCC1)C(=O)N/N=C/c1cccc2ccccc12	i	i	i	i	-5	i	i	1	-7	i	i
O=C(CSc1ncccn1)N/N=C/c1cccs1	i	i	i	i	2	i	i	9	4	i	i
COc1ccc(NC(=O)c2ccc3c(c2)CCN3S(=O)(=O)c2ccccc2)cc1	i	i	i	i	-4	i	i	-4	5	i	i
Cc1ccc(NC(=S)Nc2cccnc2)c(S(=O)(=O)N2CCCCC2)c1	i	i	i	-12*	-23	i	i	-8	4	13*	i
CCOc1ccc(C2c3c(oc4cc(C)c(C)cc4c3=O)C(=O)N2CCCN(C)C)cc1OC (stereo not drawn)	i	i	i	i	-7	i	i	-4	0	i	i
CCOc1ccc(NC(=O)CN(C)C(=O)c2cc([N+](=O)[O-])ccc2N2CCOCC2)cc1OCC	i	i	i	i	-17	i	i	2	3	i	i
CC1(C)CC(=O)C(N=Nc2cc(C(F)(F)F)ccc2Cl)=C(O)C1	i	i	i	i	-7	i	i	6	4	i	i
CCCCOc1ccc(OCCSc2nc3ccccc3n2CC(=O)O)cc1	i	i	i	i	-9	i	i	-1	7	i	i
COc1nc(Nc2cccc(F)c2)nc(OC)n1	i	i	i	i	-12	i	i	2	2	i	i
Cc1cc(C)n(-c2ccc(C(=O)NCc3cccs3)cc2)n1	i	i	i	i	-12	i	i	8	-1	i	i
Cc1cc(C)c2c(c1)/C(=N/NS(=O)(=O)c1ccccc1)CCC2	i	i	i	i	-2	i	i	3	3	i	i
CCc1ccc(C2=Nn3c(nnc3-c3cccs3)SC2)cc1	i	i	i	i	-9	i	i	10	-15	i	i

The results go on:
smiles	RGS4 inh	KCNQ1 act	ANO1 block	KCNK3 block	hERG protect	ANO1 activ	RGS4 act	HDAC3 inhib	SKKanGAS inh	KCNQ1 block	KCNK9 inh
CN(Cc1ccccc1)S(=O)(=O)c1ccc(OCC(=O)Nc2cccc([N+](=O)[O-])c2)cc1	i	i	i	i	-5	i	i	-9	11	i	i
O=C(NC1CCCC1)C(c1ccccc1F)N(C(=O)Cc1cccs1)c1ccc2c(c1)OCCO2 (stereo not drawn)	i	i	i	i	-23	i	i	2	0	i	i
CCC(=O)c1ccc(OCC(O)Cn2nnc3ccccc32)cc1 (stereo not drawn)	i	i	i	i	-12	i	i	2	-19	i	i
CC(=O)Nc1ccc(S(=O)(=O)N(C)c2ccc(OCC(=O)OCC(=O)NCc3ccco3)cc2)cc1	i	i	i	i	-18	i	i	2	-3	i	i
COc1ccc(CC(=O)NCC(C)(C)N2CCOCC2)cc1	i	i	i	i	-8	i	i	0	3	i	i
COc1ccccc1CNC(=O)CN(C)S(=O)(=O)c1ccc2c(c1)n(C)c(=O)c(=O)n2C	i	i	i	i	-13	i	i	1	-9	i	i
COc1ccccc1NC(=O)Cn1nnc(-c2ccccc2NC(=O)c2cc3ccccc3oc2=O)n1	i	i	i	i	0	i	i	0	6	i	i
O=C(O)CCCCCn1c(SCC(=O)Nc2ccc(F)cc2)nc2ccsc2c1=O	i	i	i	i	-12	i	i	5	16	i	i
CCCc1cc(C(=O)N2CCCN(C)CC2)cs1	i	i	i	i	-1	i	i	-1	-6	i	i
Cc1cccc(CC2S/C(=N/N=C/c3ccco3)NC2=O)c1 (stereo not drawn)	i	i	i	i	-5	i	i	2	-13	i	i
CC(=O)SC(C)CC(=O)NCc1ccccc1 (stereo not drawn)	i	i	i	i	-4	i	i	-1	1	i	i
CCN(CCO)c1nc(SC)nc2c1sc1nc(-c3ccco3)c3c(c12)CCC3	i	i	i	i	-21	i	i	-2	4	i	i
CCCCCn1c(N2CCOCC2)nc2c1c(=O)n(CC(N)=O)c(=O)n2C	i	i	i	i	-8	i	i	8	-3	i	i
